Bfl-1 Bim block = human Bim-Bfl-1 interaction inhibition | Q16548 | Bead-based flow cytometry, Bim-Bfl-1 binding inhibition | inhibition, % at 10 µM | hit rate 0.12% among 190,000 | AID 1008;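 further: 0% = wells without compound plus tracer and 100% = blocker peptide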
Bim-Bcl-2 = human Bim-Bcl-2 interaction inhibition. P10415. hit rate 0.06% among 190,000. Bead-based flow cytometry, Bim peptide-Bcl-2 binding. inhibition, % at 10 µM; in the data active means inhibition above about 40%; inconclusive means no clear call, values can overlap the other calls;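 further: 0% = no compound wells with probe peptide and 100% = reference peptide inhibitor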
Target sequence (P10415 whole entry, looked up): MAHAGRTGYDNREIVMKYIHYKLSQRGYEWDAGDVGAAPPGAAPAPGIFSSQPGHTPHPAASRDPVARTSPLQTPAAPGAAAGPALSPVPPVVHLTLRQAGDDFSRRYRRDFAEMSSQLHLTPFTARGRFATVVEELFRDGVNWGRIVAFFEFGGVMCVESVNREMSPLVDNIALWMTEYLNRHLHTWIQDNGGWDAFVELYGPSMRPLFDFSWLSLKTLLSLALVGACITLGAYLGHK
RGS7-Gao reg = regulators of human RGS7-Galphao interaction; P09471; Multiplexed bead flow cytometry, RGS7-Galphao binding; actives lie on both sides; binding response (% of control), % at 10 µM; hit rate 0.35% among 220,000; in the data active means binding response below about 49% or above about 150%; inconclusive means no clear call, values can overlap the other calls; inactive means in between;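 further: fluorescent Galphao held in activated GDP-AlF4 state binding bead-coupled RGS7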
Mcl-1 Bim block = disrupts Bim peptide binding to human Mcl-1; Bead-based flow cytometry, Bim peptide-Mcl-1 binding; inhibition, % at 10 µM; hit rate 0.1% among 190,000; AID 1009;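 further: 0% = no compound tracer wells and 100% = peptide blocker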
RGS8-Gao = human RGS8-Galphao interaction regulation; P09471; multiplexed bead flow cytometry, RGS8-Galphao binding; actives lie on both sides; response (percent of control binding), % at 10 µM; hit rate 0.34% among 220,000; in the data active means response below about 60% or above about 140%; inactive means in between;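 further: Galphao activated as the GDP aluminium fluoride complex binding bead-coupled RGS8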
RGS4-Gao reg = modulates binding of RGS4 to human Galphao | P09471 | Multiplexed bead flow cytometry; actives lie on both sides | hit rate 0.33% among 220,000 | AID 1415 | binding response (% of control), % at 10 µM; in the data active means binding response below about 49% or above about 150%; inactive means in between;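 further: fluorescent Galphao activated with aluminum fluoride binding bead-coupled RGS4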
Bcl-W Bim block = disrupts Bim peptide binding to human Bcl-W | bead-based flow cytometry | inhibition, % at 10 µM | hit rate 0.02% among 190,000;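 further: 0% = bound tracer without compound and 100% = peptide blocker; higher means less fluorescent Bim peptide bound to Bcl-W beads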
Target sequence (Q92843 whole entry, looked up): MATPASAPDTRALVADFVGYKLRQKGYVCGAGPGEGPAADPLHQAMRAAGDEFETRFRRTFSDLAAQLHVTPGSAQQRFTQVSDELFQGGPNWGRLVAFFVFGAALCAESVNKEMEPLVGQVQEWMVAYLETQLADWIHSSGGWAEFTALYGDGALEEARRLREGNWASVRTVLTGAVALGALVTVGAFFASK
Bcl-XL Bim block = inhibitors of Bim-Bcl-XL interaction, human; inhibition, % at 10 µM; hit rate 0.04% among 190,000; Bim peptide-Bcl-XL binding, bead flow cytometry, fluorescence; Q07817; AID 1007
Target sequence (Q07817 whole entry, looked up): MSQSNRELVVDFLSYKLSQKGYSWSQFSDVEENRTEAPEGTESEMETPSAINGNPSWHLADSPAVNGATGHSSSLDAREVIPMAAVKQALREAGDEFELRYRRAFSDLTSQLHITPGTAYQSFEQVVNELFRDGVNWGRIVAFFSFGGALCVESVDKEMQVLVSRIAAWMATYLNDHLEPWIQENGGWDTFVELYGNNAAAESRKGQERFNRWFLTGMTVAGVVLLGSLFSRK
Bim-Bcl-B = disrupts Bim peptide binding to human Bcl-B | bead-based flow cytometry | inhibition, % at 10 µM | hit rate 0.073% among 190,000;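 further: 0% = tracer peptide without compound and 100% = reference inhibitor peptide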
Target sequence (Q9HD36 whole entry, looked up): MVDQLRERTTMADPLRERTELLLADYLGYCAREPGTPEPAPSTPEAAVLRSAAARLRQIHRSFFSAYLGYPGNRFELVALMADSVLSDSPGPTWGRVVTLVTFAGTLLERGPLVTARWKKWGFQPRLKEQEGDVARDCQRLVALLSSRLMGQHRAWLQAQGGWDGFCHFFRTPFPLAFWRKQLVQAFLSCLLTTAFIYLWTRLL
Mcl1 Noxa PPI = disrupts binding of human Mcl-1 to Noxa peptide | inhibition, % at 21.7 µM | hit rate 1.5% among 220,000 | Q07820 | TR-FRET Mcl-1/Noxa peptide binding, 2 h;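 active means compounds that cut the protein-peptide binding signal by more than 50% relative to plate controls in a single-dose test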;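 further: His-tagged Mcl-1 with rhodamine Noxa BH3 peptide and terbium anti-His antibody; 0% = Mcl-1 plus Noxa peptide wells and 100% = peptide-only wells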
Mcl1 Bid PPI = disrupts binding of human Mcl-1 to Bid peptide; Q07820; TR-FRET Mcl-1/Bid-Dy647 peptide binding, 1536-well; inhibition, % at 21.7 µM; hit rate 0.97% among 220,000;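 active means compounds that cut the binding signal by more than half at the single screening dose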;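 further: His-tagged Mcl-1 with europium anti-His antibody binding Bid BH3 peptide; 0% = Mcl-1 plus peptide wells and 100% = peptide-only wells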
Active calls of the source: *; ? = inconclusive; · = not tested or not shown. Unless noted, no stated cut-off is given here; in the data, active means inhibition above about 40%.

SMILES,Bfl-1 Bim block,Bim-Bcl-2,RGS7-Gao reg,Mcl-1 Bim block,RGS8-Gao,RGS4-Gao reg,Bcl-W Bim block,Bcl-XL Bim block,Bim-Bcl-B,Mcl1 Noxa PPI,Mcl1 Bid PPI
Cn1c(N2C(=O)CC(Cc3ccccc3)C2=O)nc2ccccc21 (centres undefined),2,12,96,-2,100,95,-2,-5,-6,-8,-3
FC(F)(F)c1cccc(Cc2noc(CN3CCC(N4CCCCC4)CC3)n2)c1,-3,0,104,-1,106,102,0,0,-1,8,-13
CC1CCN(CCC(=O)Nc2ccc(Cl)cc2)CC1,-7,2,102,-2,101,100,-1,-2,-3,11,-35
CN1C(=O)CSC1=NC12CC3CC(CC(C3)C1)C2,-3,-2,101,0,103,103,0,-3,-1,-24,-23
COc1ccccc1C(=O)N/C(=C\c1ccc(Br)cc1)C(=O)NCCCO,0,0,100,2,111,102,2,1,0,7,10
CC1CCCCN1C(=S)NC(=O)c1cccs1 (centres undefined),·,·,?,·,91,86,·,·,·,2,-97
CC(C)C(NC(=O)CC12CC3CC(CC(C3)C1)C2)C(=O)O (centres undefined),-11,-12,96,-6,98,96,-6,-9,-6,7,6
CC(=O)Nc1ccc(NC(=O)c2ccc(Cl)nc2)cc1,·,·,?,·,101,94,·,·,·,8,-29
Nc1c(C(=O)NCc2ccc(F)cc2)c2nc3ccccc3nc2n1CCCN1CCOCC1,3,6,103,7,104,103,-1,3,-11,24,6
O=C(O)CCCn1cc(NC(=O)COc2cc(F)ccc2[N+](=O)[O-])cn1,-8,-2,104,0,107,103,-2,-2,-4,-22,-18
COc1ccc(CCNC(=O)C2(C)CCC(=O)N2Cc2ccc3c(c2)OCO3)cc1OC (centres undefined),-6,-4,106,2,104,99,2,-1,-4,10,-1
O=S(=O)(c1ccccc1)N1CCC(O)(CSc2ccc(F)cc2)CC1,-6,-5,98,-1,100,100,-4,-1,-6,4,-7
Cc1ccc(N2CCN(/N=C/C=C/c3ccccc3)CC2)cc1,16,10,97,14,93,95,12,17,10,2,-23
c1ccc2nc3[nH]cnc3nc2c1,2,2,81,0,92,87,3,2,5,9,-12
CCN(CC)S(=O)(=O)c1cccc(C(=O)Nc2cc3oc4ccccc4c3cc2OC)c1,-16,-7,99,-4,100,102,-3,-9,-10,12,-16
CC1CN(C(=O)c2ccccc2)OC(c2ccc3c(c2)OCO3)O1 (centres undefined),-14,-7,93,0,99,100,0,-14,-9,5,-9
O=C(Cc1ccccc1)NNC(=O)c1cccs1,-13,-8,99,-2,99,98,-1,0,-5,·,-8
Cc1cc(SCNC(=O)c2ccccc2)ncn1,-3,-7,105,-11,99,102,-6,-14,-25,19,-27
Cc1nc2scc(-c3cccs3)c2c(=O)o1,-13,-2,103,0,99,92,0,-2,-8,15,-47
O=C(c1ccc(Cl)cc1)N(Cc1ccccc1F)N1C(=O)CCCC1=O,-3,-4,?,0,102,101,0,-1,0,11,-7
Cc1ccc(CCc2nnc(SCC(=O)Nc3cccc(Cl)c3)n2-c2ccccc2)o1,-2,-1,106,-4,102,101,-4,-4,-3,-100,-69
Cc1nn(C)c(C(=O)N/N=C/c2cc3c(cc2Br)OCO3)c1Br,-2,-2,101,-3,103,100,-3,-6,-4,0,-17
Cc1ccccc1NCC(=O)N/N=C/c1c[nH]c2ccccc12,3,-1,99,0,99,101,-1,0,1,10,-3
O=C(NCc1cccs1)c1ccc2c(c1)ncn2C1CCCC1,0,6,101,0,99,97,-3,0,0,11,-14
CCCCC(=O)Nc1ccc(NC(=O)c2ccc([N+](=O)[O-])cc2Cl)cc1OC,-3,-5,101,-1,104,101,-2,-4,-5,6,-10
C=CCNC(=S)N1CCN(c2ccc([N+](=O)[O-])cc2)CC1,-7,-2,103,-8,103,102,-7,-9,-5,17,-33
CN1CCN(c2nc(C#N)cc(-c3ccccc3)n2)CC1,-1,0,97,1,103,103,-1,-5,0,0,-13
O=C(Cn1nc(-c2ccccc2)ccc1=O)Nc1ccc(N2CCN(C(=O)c3cccs3)CC2)cc1,5,2,102,-1,99,100,-1,0,0,29,-22
Cc1ccc(CC2CC(=O)N(c3cc(Cl)ccn3)C2=O)cc1 (centres undefined),·,·,?,·,107,118,·,·,·,0,-6
O=C(c1ccc(Cl)c(S(=O)(=O)N2CCCCCC2)c1)N1CCN(c2ccccc2O)CC1,0,-1,94,0,106,97,-3,-4,0,16,-24

SMILES,Bfl-1 Bim block,Bim-Bcl-2,RGS7-Gao reg,Mcl-1 Bim block,RGS8-Gao,RGS4-Gao reg,Bcl-W Bim block,Bcl-XL Bim block,Bim-Bcl-B,Mcl1 Noxa PPI,Mcl1 Bid PPI
COc1ccc(-c2cc(=O)oc3cc4occ(C)c4cc23)cc1,-9,-6,102,1,99,100,2,-5,-3,16,6
CCN=C(NCC)SC1CC(=O)N(c2ccc(F)cc2)C1=O (centres undefined),1,-4,?,-4,100,98,-5,0,2,4,-6
Nc1ccc(Br)cc1C(NCC(=O)O)c1ccccc1 (centres undefined),-2,-1,94,-3,98,95,-3,-5,0,7,-16
CC(NS(=O)(=O)c1ccc2[nH]c(=O)c(=O)[nH]c2c1)C(=O)O (centres undefined),-2,0,101,-4,97,94,0,1,-3,2,-8
CCOP(=O)(OCC)/C(C#N)=C/c1ccc([N+](=O)[O-])cc1,·,·,?,·,97,96,·,·,·,4,1
Brc1ccc2c(c1)C(c1cccs1)=NNC(c1cccnc1)=N2,-3,-5,103,0,96,101,4,0,-3,22,10
COC(=O)c1c(NC(=O)CSc2nnc(-c3cccnc3)n2Cc2ccco2)sc(C)c1C,-6,-8,106,-1,99,98,2,-3,-8,-10,-6
FC(F)(F)c1ccccc1NC(=S)N1CCN(c2ncccn2)CC1,2,0,98,0,100,100,1,-2,-4,-4,-25
O=C1c2ccccc2NC(c2ccc(F)cc2)N1Cc1ccco1 (centres undefined),-2,-2,98,-1,101,98,1,-1,-2,-14,-9
CCS(=O)(=O)c1ccc2oc(SCC(=O)NC(C)C3CC4CCC3C4)nc2c1 (centres undefined),-11,-7,102,-5,100,102,2,-6,-9,9,11
O=C1CC(c2ccccc2)CN1C(=O)c1cccnc1 (centres undefined),-3,-1,?,0,101,101,-3,0,-5,1,-33
CC(C)OCCCNC(=O)C1CCN(S(=O)(=O)N2CCCC2)CC1,-5,-1,100,0,101,99,-2,-3,-6,-8,-7
COC(CNC(=O)c1ccc2c(c1)nc(C)n2-c1ccc(F)c(F)c1)OC,0,13,100,0,102,101,-1,0,0,5,-3
CCCCNCCOCCOc1ccccc1-c1ccccc1,-2,0,103,0,107,103,-1,-3,-3,14,-1
O=C(Nc1ccc2c(c1)OCO2)c1ccc(COc2ccc3c(c2)CCC3)o1,-6,-9,95,-1,100,96,-2,-6,-9,-19,-32
O=C(c1ccco1)N1CCN(c2ccccc2F)CC1,-8,-8,102,0,104,98,4,-2,-9,18,3
NC(=O)c1sc2nccc(Nc3ccccc3)c2c1N,14,1,100,-2,99,102,1,-3,-31,·,·
CCC1(c2ccc(Cl)cc2)NC(=S)N(c2ccc(C)cc2)N1 (centres undefined),3,1,103,-2,99,100,-1,-6,-18,26,-3
C/C(=N\NC(=O)C1CC1)c1cccs1,-2,2,103,-2,99,100,-2,-5,-4,5,4
O=C(O)COCc1nc2ccccc2s1,·,·,?,·,99,97,·,·,·,-8,-2
CN(CC(=O)Nc1ccc(C(N)=O)cc1)CC(=O)Nc1ccccc1Br,·,·,?,·,100,99,·,·,·,-10,-20
Oc1ccccc1Oc1c(F)c(F)nc(N2CCCC2)c1F,0,-2,98,-3,101,97,-2,-5,-3,29,-31
S=C(c1ccc2c(c1)OCO2)N1CCOCC1,·,·,?,·,101,103,·,·,·,1,-50
Cc1ccc(CN(c2ccc(C(=O)N3CCc4ccccc4C3)cc2)S(C)(=O)=O)cc1,5,4,104,0,97,105,1,1,0,-13,1
CCCC(=O)Nc1nc2nc(-c3ccccc3)cc(-c3ccccc3)n2n1,-13,-6,107,0,105,104,0,-3,-6,1,-27
COc1ccc(C(=O)NCC(=O)OCc2ccc([N+](=O)[O-])cc2)cc1,-4,-1,96,1,100,102,0,-3,-2,7,-9
CCOC(=O)CSc1nc(N)c(C#N)c(-c2ccc(OCC)cc2)c1C#N,-1,-3,97,-1,101,97,-3,-2,-6,-113,-24
O=C(COc1ccc(S(=O)(=O)NC2CCCCC2)cc1)NCc1ccccn1,-3,-2,104,-1,105,102,2,2,-3,-2,-11
O=C(OC1CCOC1=O)c1cc(-c2ccccc2)nc2ccccc12 (centres undefined),-7,0,99,1,99,104,-2,0,-4,9,-3
CCN(C(=O)Cc1c(C(=O)O)[nH]c2ccccc12)c1ccc(OC)cc1,-10,-4,100,-1,102,98,-1,-2,-3,-7,-25

Results in Bim-Bcl-B, for 2 of the compounds above:
canonical_smiles | Bim-Bcl-B
COc1ccc(C(=O)NCC(=O)OCc2ccc([N+](=O)[O-])cc2)cc1 | -2
CCOC(=O)CSc1nc(N)c(C#N)c(-c2ccc(OCC)cc2)c1C#N | -6

(more compounds)
SMILES,Bfl-1 Bim block,Bim-Bcl-2,RGS7-Gao reg,Mcl-1 Bim block,RGS8-Gao,RGS4-Gao reg,Bcl-W Bim block,Bcl-XL Bim block,Bim-Bcl-B,Mcl1 Noxa PPI,Mcl1 Bid PPI
O=C(CSc1cccc2cccnc12)N/N=C/c1ccc(O)cc1,·,·,?,·,103,100,·,·,·,4,-80
Cc1ccc(CNC(=O)CSc2n[nH]c(N)n2)cc1,-7,-7,100,-1,98,102,-2,-9,-6,13,-7
O=C(COc1ccc2c(c1)CCC2)N1CCN(c2ccccc2F)CC1,-1,7,100,0,95,103,1,6,7,13,-2
Cc1ccnc2nc(C(=O)OCCOc3cccc(Br)c3)nn12,0,-1,115,-1,108,114,-2,0,1,20,-19
COCCNC(=O)c1ccc(-n2c(SCc3cc(F)ccc3F)nc3ccccc3c2=O)cc1,6,4,99,-9,108,105,-6,-3,-7,-9,-12
Cc1ccc(NC(=O)Cn2c(CCC(=O)O)ccc2-c2cccs2)cc1Cl,-9,-4,99,-1,100,99,0,-3,-5,15,-29
Cc1ccccc1Nc1nc(N)nc(CN2CCN(C(=O)c3ccccc3)CC2)n1,-4,0,?,-1,102,102,0,0,-4,24,-15
Nc1ncnc2c1ncn2C1OC(CO)C(O)C1O (centres undefined),-3,4,101,1,101,99,1,0,-3,10,3
Fc1ccc(-n2c(Cn3nnc4ccccc43)n[nH]c2=S)cc1,6,0,?,0,96,97,0,-2,-1,19,-31
Fc1ccccc1CSc1nncn1NC/C=C/c1ccccc1,0,6,99,1,102,99,3,0,10,-5,-44
Cc1ccc(S(=O)(=O)N[C@H](C(=O)OCC(=O)NC(=O)Nc2ccc3c(c2)OCCO3)C(C)C)cc1,-4,-5,104,-25,104,104,-13,-17,-8,6,-33
Cc1nnc(SCc2cccc(Oc3ccccc3)c2)n1N,-3,1,99,0,87,90,1,1,2,11,-4
O=c1[nH]c2cccnc2c2ccsc12,-3,1,96,4,99,97,2,4,3,14,-6
O=C(Cc1c[nH]c2ccccc12)NCc1cccs1,-4,-6,100,-1,95,100,1,-1,5,3,-89
O=C(CCC(=O)NC1CCN(Cc2ccccc2)CC1)NCc1ccco1,-23,-7,99,-2,100,100,-1,-7,-5,2,-23

Source: PubChem (several laboratories)
